Source: PubChem BioAssay (National Center for Advancing Translational Sciences (NCATS))
GCN5L2 inh = qHTS Assay for Inhibitors of GCN5L2; Histone acetyltransferase KAT2A (Homo sapiens), Q92830; GCN5L2 HAT assay, ThioGlo1 CoA-SH fluorescence; Potency, µM (doses to about 58.9 µM), for inactives: at the highest dose activity change, negative = inhibition, usual class: inhibitors; actives 0.21% (n = 390,000); AID 504327, 2011
Target sequence (Q92830 whole entry, looked up): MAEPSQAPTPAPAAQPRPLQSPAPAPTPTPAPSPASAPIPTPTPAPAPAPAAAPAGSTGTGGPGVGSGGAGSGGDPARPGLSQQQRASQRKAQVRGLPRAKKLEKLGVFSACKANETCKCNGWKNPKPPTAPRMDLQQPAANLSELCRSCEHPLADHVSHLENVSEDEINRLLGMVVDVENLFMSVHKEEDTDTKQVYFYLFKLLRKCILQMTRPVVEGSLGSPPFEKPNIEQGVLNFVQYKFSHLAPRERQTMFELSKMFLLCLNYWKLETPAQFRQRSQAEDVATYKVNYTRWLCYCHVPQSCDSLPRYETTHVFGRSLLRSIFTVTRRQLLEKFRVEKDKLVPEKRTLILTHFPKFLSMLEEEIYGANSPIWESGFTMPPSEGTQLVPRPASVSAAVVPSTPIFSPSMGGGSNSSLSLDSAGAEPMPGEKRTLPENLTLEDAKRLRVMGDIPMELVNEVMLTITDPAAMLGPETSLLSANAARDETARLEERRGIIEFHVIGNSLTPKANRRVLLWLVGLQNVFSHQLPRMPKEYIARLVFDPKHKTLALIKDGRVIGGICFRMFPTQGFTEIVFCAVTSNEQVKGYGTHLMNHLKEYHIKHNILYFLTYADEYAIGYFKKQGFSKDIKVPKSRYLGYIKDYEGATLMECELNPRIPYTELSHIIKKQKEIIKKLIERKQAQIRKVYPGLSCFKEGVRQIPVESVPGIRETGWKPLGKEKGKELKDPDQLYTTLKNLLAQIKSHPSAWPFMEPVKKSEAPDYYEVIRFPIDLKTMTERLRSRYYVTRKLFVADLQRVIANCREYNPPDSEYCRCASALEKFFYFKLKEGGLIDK
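Free CoA generated was detected with ThioGlo1 (50uM) fluorescence at Ex340nm/Em540nm, read immediately and after 20 min at room temperature. Enzyme, 20 nM in HEPES pH 7.5 buffer, saw compounds 15 min before adding 75uM H3(1-25) peptide and 70uM acetyl-CoA.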
FEN1 inh = qHTS Assay for the Inhibitors of Human Flap endonuclease 1 (FEN1); P39748; Recombinant FEN1 flap cleavage, fluorescence, 15 min; Potency, µM (titrated, usually from 114 µM), without a hit: top-dose activity change, negative = inhibition, hits mostly inhibitors; actives 0.35% (n = 390,000); also: nearly all actives have a fitted effect of over 65% in size
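Potency values derive from four-parameter Hill fits of normalized qHTS data. The reaction used 10 nM FEN1 preincubated 15 min at room temperature with compound, then 50 nM DNA substrate, read at 0 and 15 min.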
N370S GC = qHTS Assay for Inhibitors and Activators of N370S glucocerebrosidase as a Potential Chaperone Treatment of Gaucher Disease; Potency, µM (top dose mostly 59.4 µM), for the others: at the highest dose activity change, negative = inhibition, hits mostly inhibitors; AID 2101, 2009; actives 0.092% (n = 330,000); N370S GC spleen homogenate, 4MU-glucoside fluorescence;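 also: 0% = full enzyme activity and -100% = no enzyme basal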
* hit, by the source's call; ? = inconclusive; . = not tested or not shown; & = joins results of further samples; [ ] = remark or other dose. Calls follow the shape of the dose curve; as a rule, active = well fitted curve in the direction sought with a large enough effect; inconclusive = small, poorly fitted or top-dose-only effect, or another doubt; inactive = no such curve, though single readings can be large; an effect the other way counts as inactive or inconclusive. Unless noted, % is scaled to controls: 0 for no effect and ±100 for the full control effect; potency is read from the fitted curve at half-maximal effect. No enrichment for hits; 0.54% or so of the library scored in one or more.

Sequence of screens – GCN5L2 inh	FEN1 inh	N370S GC
COc1ccc(CC(=O)OC2CCCN(C)C2)cc1 (centres undefined)
→ 10%	15%	0%
CCc1nnc(NC(=O)C(NS(=O)(=O)c2ccc3c(c2)OCCO3)C(C)C)s1 (centres undefined)
→ 1%	5%	9%
COc1ccc2c(c1)OC13CCN(C)CC1C2C(C(=O)c1ccc(F)cc1)C(=O)N3 (centres undefined)
→ -5%	0%	-4%
O=C(CCNC(=O)c1ccccc1Cl)NCCC1=CCCCC1
→ -7%	-4%	-10%
O=C(O)CCOc1ccc2c(c1)OCCO2
→ -13%[0.501 µM]	-2%	16%
c1ccc(CCN2CN(CCCN3CCOCC3)c3nc4ccccc4n3C2)cc1
→ 0%	7%	3%
CCCn1c(=S)[nH]c2ccc(C(F)(F)F)cc21
→ ?	-8%	17%
CN1CCN(c2cc(C(F)(F)F)nc3ccc(F)cc23)CC1
→ 14%	-5%	-7%
O=C(Nc1cccc(S(=O)(=O)N2CCCC2)c1)c1ccncc1
→ -1%	-2%	-10%
O=C(Nc1nccs1)Oc1ccccc1
→ 3%	12%	-13%
CCOC(=O)c1c(NC(=O)/C=C/C(=O)O)sc(C)c1-c1ccc(F)cc1
→ -1%	0%	-3%
COc1ccc(CCNC(=O)C2CCN(C(=O)c3ccc(C(C)(C)C)cc3)CC2)cc1
→ -3%	10%	1%
CCCCc1ccc(NC(=O)N2CCNC(=O)C2CC(=O)Nc2ccsc2C(=O)OC)cc1 (centres undefined)
→ -4%	-17%	-6%
COCCSc1ccccc1C(=O)Nc1cc(C)on1
→ ?	-4%	-3%
CCCn1c(SCC(=O)c2ccc(CC)cc2)n[nH]c1=O
→ -7%	4%	1%
O=C(NCCN1CCOCC1)C1CCN(S(=O)(=O)N2CCCCC2)CC1
→ -14%	-8%	3%
CCCn1c(=O)[nH]c(=O)c2c1nc(-c1ccc(C(F)(F)F)cc1)n2CCOC
→ -3%	1%	8%
COC(=O)COc1c(Cl)cc(C(c2c(C)[nH][nH]c2=O)c2c(C)[nH][nH]c2=O)cc1OC
→ -1%	5%	-9%
Cc1cccc(Cn2c(-c3cccc(Br)c3)nc3ccccc32)c1
→ 1%	-18%	.
CC(C)c1ccccc1NC(=O)C1CC(=O)N(C2CCCC2)C1 (centres undefined)
→ ?	-3%	1%

Entries of single compounds as entered above. Screens in order: GCN5L2 inh | FEN1 inh | N370S GC
CCCn1c(=O)[nH]c(=O)c2c1nc(-c1ccc(C(F)(F)F)cc1)n2CCOC is entered as -3% | 1% | 8%
COc1ccc(CCNC(=O)C2CCN(C(=O)c3ccc(C(C)(C)C)cc3)CC2)cc1 is entered as -3% | 10% | 1%
O=C(NCCN1CCOCC1)C1CCN(S(=O)(=O)N2CCCCC2)CC1 is entered as -14% | -8% | 3%
CCOC(=O)c1c(NC(=O)/C=C/C(=O)O)sc(C)c1-c1ccc(F)cc1 is entered as -1% | 0% | -3%
COCCSc1ccccc1C(=O)Nc1cc(C)on1 is entered as ? | -4% | -3%

Additional structures
Sequence of screens – GCN5L2 inh	FEN1 inh	N370S GC
CCN(Cc1ccccc1)Cc1c(F)cccc1F
→ -1%	4%	4%
Cc1cc(C)n(C(C)CC(=O)NCc2ccccc2C)n1 (centres undefined)
→ -6%	11%	.
CC(C)=CCCC(C)CN1CCC(n2nccc2NC(=O)c2ccc3c(c2)OCO3)CC1 (centres undefined)
→ -7%	-7%	-10%
O=C1NC(Cc2c[nH]c3ccccc23)C(=O)N1Cc1ccccc1 (centres undefined)
→ 1%	5%	-7%
COc1ccc(NC(=O)c2ccco2)c(NC(=O)Cc2cccs2)c1
→ 2%	-8%	4%
COc1cc2c(=O)n(Cc3ccccc3Cl)c(=O)n(CC(=O)Nc3ccccc3)c2cc1OC
→ -3%	21%	.
CCC(=NCCc1c(C)[nH]c2ccc(OC(F)(F)F)cc12)C1=C(O)CC(c2ccccc2)CC1=O (centres undefined)
→ -12%	0%	-9%
CC1(C)C(N(O)C(=O)Nc2ccccc2)N(c2cccc(Cl)c2)C(=O)N1O (centres undefined)
→ -22%	2%	11%
COc1ccccc1NC(=O)CSc1nc(N)cc(N)n1
→ -6%	-16%	5%
Cc1nc(N2CCN(S(=O)(=O)c3ccc(Br)cc3)CC2)c2c(C)c(C)sc2n1
→ -8%	7%	17%
CC(C)N(Cc1ccccc1)C(=O)CN1c2cccc3cccc(c23)S1(=O)=O
→ -17%	3%	.
Cc1ccc(-n2nc(C)c(C3(O)C(=O)N(C)c4ccccc43)c2N)cc1 (centres undefined)
→ -7%	-20%	-2%
O=C(Nc1ccccc1C(=O)NC1CCCCC1)c1ccccc1
→ -7%	0%	-23%
COCCNC(=O)C(c1ccc(C)o1)N(C(=O)Cn1nnc2ccccc21)c1ccccc1 (centres undefined)
→ 2%	-4%	-5%
COc1ccc(S(=O)(=O)N(C)C[C@H]2Oc3c(NC(=O)NC4CCCCC4)cccc3C(=O)N([C@H](C)CO)C[C@@H]2C)cc1
→ -1%	6%	.
Nc1ccc(N(c2ccccc2)c2ccc(N)cc2)cc1
→ ?	-10%	-5%
Cc1ccc(NC(=O)C(Cc2ccccc2)NC(=O)OCc2ccccc2)cc1C (centres undefined)
→ -1%	0%	10%
CCCN(CCC)C(=O)Cc1coc2ccc3ccccc3c12
→ -5%	5%	-4%
COC(=O)c1ccc(CNC(=O)COC(=O)c2ccc(N(C)C)cc2)cc1
→ -7%	-1%	-10%
COc1ccccc1CCC(=O)Nc1ccc2c(c1)CN(Cc1ccc(CO)o1)CC2
→ -5%	-4%	1%

3 neighbouring compounds from above, for reference:
Sequence of screens – GCN5L2 inh	FEN1 inh	N370S GC
CC(C)N(Cc1ccccc1)C(=O)CN1c2cccc3cccc(c23)S1(=O)=O
→ -17%	3%	.
Cc1ccc(-n2nc(C)c(C3(O)C(=O)N(C)c4ccccc43)c2N)cc1 (centres undefined)
→ -7%	-20%	-2%
O=C(Nc1ccccc1C(=O)NC1CCCCC1)c1ccccc1
→ -7%	0%	-23%

(next part)
Sequence of screens – GCN5L2 inh	FEN1 inh	N370S GC
Cc1ccc(S(=O)(=O)NNC2=NS(=O)(=O)c3ccccc32)c(C)c1
→ -4%	-2%	5%
CNC(=S)Nc1ccc(-c2nc3ccc(C)cc3s2)cc1
→ 0%	-14%	1%
CC(=O)Nc1ccc(S(=O)(=O)NCCC(=O)Nc2cccc(Cl)c2)cc1
→ -1%	4%	-21%
C=CCn1c(C2CCCCC2)n[nH]c1=S
→ 2%	10%	-3%
Cc1nnc(NC(=O)CSc2nc(N)c(NC(=O)c3cccs3)c(=O)[nH]2)s1
→ 1%	4%	-2%
O=C(O)c1ccc(NS(=O)(=O)c2cccc3cccnc23)cc1
→ -12%	16%	-6%
COC(=O)c1cc2c(cc1[N+](=O)[O-])OCO2
→ -7%	11%	5%
O=C(Nc1c(C(=O)Nc2cccc(F)c2)oc2ccccc12)c1cc2ccccc2o1
→ -15%	-20%	.
Cc1nnc(N2CCN(c3ccccc3)CC2)c2c1nnn2Cc1ccc(F)cc1
→ -9%	19%	.
CC[C@@H](C)C(NC(=O)OC(C)(C)C)c1cn([C@@H](CCC(=O)OC(C)(C)C)C(=O)N2CCN(C(=O)OC(C)(C)C)CC2)nn1 (some centres undefined)
→ -5%	0%	-10%
Cc1cccc(N2CCN(C(=O)Cn3cccc3C(=O)c3ccccc3)CC2)c1C
→ -6%	-17%	10%
O=C(Nc1ccc(N2CCOCC2)c(Cl)c1)c1ccc(F)cc1
→ -4%	-1%	0%
Fc1ccc2nc(-c3ccccc3)nc(SCc3nnc(-c4ccccc4)o3)c2c1
→ 1%	9%	1%
O=C(NCCc1ccccn1)c1c(-c2ccsc2)sc2ccccc12
→ -2%	-1%	.
O=C(Cc1ccccc1[N+](=O)[O-])NNC(=O)c1ccncc1
→ 1%	15%	.
CCNC(=O)COC(=O)CCNC(=O)c1ccc(Cl)cc1
→ -1%	19%	2%
COc1cccc(NC(=O)C2CCC(CNS(=O)(=O)c3cccc4cccnc34)CC2)c1 (centres undefined)
→ -2%	-9%	-5%
CCSc1nccc(-c2nn(-c3ccc(C)cc3)ccc2=O)n1
→ -5%	-2%	5%
COc1ccc2c(c1)c1c(c(=O)n(-c3ccccc3C)c(=O)n1Cc1cccc(C(F)(F)F)c1)n2C
→ -4%	9%	.
Fc1ccc(-c2csc(-c3ccncc3)n2)cc1
→ -5%	0%	8%
Cn1c(=O)cc(SCC(=O)N2CCN(c3ccccc3)CC2)c2ccccc21
→ -8%&-10%	-18%&-4%	2%
COc1ccc(NC(=S)NN(C)C(=S)Nc2ccc(OC)cc2)cc1
→ -1%	2%	3%
Cc1ccc(N2CC(O)=C(c3nc4ccccc4c(=O)[nH]3)C2=N)cc1C
→ 2%	?	1%
CC(=O)c1ccc(C(=O)N2CCc3c([nH]c4ccccc34)C2c2ccccn2)s1 (centres undefined)
→ ?	14%	7%
CCNc1nc(NC(C)C)nc(Oc2ccc(OCc3ccccc3)nn2)n1
→ -2%	-8%	0%
CCC(C)NC(=O)C1CCN(S(=O)(=O)c2ccc(Br)s2)CC1 (centres undefined)
→ -3%	6%	9%
O=C(CCS(=O)(=O)c1ccc(Br)cc1)Nc1cc(F)ccc1F
→ 2%	-2%	14%
COc1ccccc1C(=O)C1CCCN(C(=O)C2CCCC2)C1 (centres undefined)
→ ?	-8%	15%
COc1cc(OC)cc(-c2sc3ccccc3c(=O)c2I)c1
→ -8%	.	16%
Cc1ccc(C(=O)OCC(=O)NCCc2ccccc2)cc1S(=O)(=O)N1CCOCC1
→ -3%	1%	-4%
COc1ccc(S(=O)(=O)N2CCC(C(=O)NCC3CCCO3)CC2)cc1OC (centres undefined)
→ -5%	-7%	-8%
O=C(CSc1nnc(Cc2ccccc2)n1-c1cccc(Cl)c1)N1CCOCC1
→ -14%	-15%	1%
CN(C)CCCN1C(=O)C(=O)/C(=C(/O)c2ccccc2)C1c1ccccn1 (centres undefined)
→ -1%	.	6%
CCc1ccc(C(=O)NCc2ccc(Cl)cc2Cl)cc1
→ -7%	-14%	25%
COC(=O)c1ccc(C23CC4(C2)[C@H](CN(Cc2ccc(C(F)(F)F)cc2)[C@@H]4c2ccccc2)C3c2ccccc2)cc1 (some centres undefined)
→ 2%	-12%	-27%&6%
O=c1[nH]c(=O)n(-c2ccccc2)c2c1C(C(F)(F)F)(C(F)(F)F)N=C(C1CCCCC1)N2
→ 1%	12%	-19%
Cc1cccc(NC(=S)NCCc2ccc(F)cc2)c1C
→ 0%	17%	9%
Cc1cc(C)n2nc(C(=O)OCC(=O)N3CCC3)nc2n1
→ 2%	1%	0%
O=C(COC(=O)c1cccs1)Nc1ccccc1Cl
→ -2%	1%	13%
O=C(/C=C\c1cn(-c2ccccc2)nc1-c1ccccc1)Nc1nccs1
→ 0%	-10%	-1%
O=C(NCc1ccc2c(c1)OCO2)C1CCN(c2nccc(C(F)(F)F)n2)CC1
→ -3%	-1%	?
CCN(CC)c1ccc2cc(-c3nc(-c4cc(OC)c(OC)c(OC)c4)no3)c(=O)oc2c1
→ -8%	?	.
COc1ccccc1NC(=O)CSc1nnnn1-c1ccc(C)cc1
→ 3%	-13%	10%
Cc1ccc(/C=C2\C(=O)Nc3ccccc32)o1
→ 5%	-11%	17%
CCc1nc2c(cnn2-c2ccc(Cl)cc2)c(=O)n1-c1ccc(OC)cc1
→ -1%	-22%	-14%
COc1ccc(-c2cc3c(=O)n(CC(=O)N4CCCCC4)ncn3n2)cc1
→ -2%	-9%	3%
Cc1[nH]c2ccc(F)cc2c1CCN(Cc1cccnc1)C(=S)Nc1ccc(F)cc1
→ -2%	-4%	12%
O=C(COc1ccccc1F)NCC(c1ccco1)N1CCCC1 (centres undefined)
→ -2%	-5%	7%
COC(=O)C1=C(O)/C(=C\c2ccc(CNC(=O)C(=O)Nc3ccc(C)cc3)o2)N=C1C
→ ?	4%	-1%
Cc1ccc(S(=O)(=O)N2CC(O)CC2C(=O)Nc2ccc3c(c2)CCC3)cc1 (centres undefined)
→ -11%	-10%	1%

The results go on.
Sequence of screens – GCN5L2 inh	FEN1 inh	N370S GC
COc1ccccc1C(=O)N1CCC(N2CCN(c3ccccc3OC)CC2)CC1
→ -1%	-1%	-4%
CC(=O)Oc1cccc(N2C(=O)c3ccc(C(=O)Nc4cccnc4)cc3C2=O)c1
→ -2%	-6%	2%
COc1cccc2sc(N3CCN(C(=O)CCS(=O)(=O)c4ccc(F)cc4)CC3)nc12
→ -4%	-1%	.
CC1=C[C@@H](C)[C@@H](c2ccccc2)OC1=O
→ .	-12%&13%	9%
Cc1cc[n+]2cc(-c3cccc([N+](=O)[O-])c3)c(-c3cccc([N+](=O)[O-])c3)cc2c1
→ 0%	-6%	-10%
N#Cc1c(-c2ccc(F)cc2)cc(-c2cccnc2)nc1N
→ -1%	-2%	.
COc1ccc(-c2[nH]ncc2CN2CCC(OCc3ccccn3)CC2)c(F)c1
→ -2%	1%	20%
